Bioassay records: PubChem BioAssay, several laboratories
MEP2 TOR yeast: modulators of MEP2-GFP levels in yeast, primary screen, S. cerevisiae, multiplex flow cytometry, MLPCN library; S. cerevisiae MEP2-GFP strain, 3 h; 100% = DMSO control level; GFP response vs DMSO, % at 10 µM; actives 0.51% (n = 330,000); AID 2016, 2009;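 active = GFP response versus DMSO above a set limit, roughly screen mean plus 3 SD, cut at about 180% in these data; inconclusive = fewer than 70 cells counted for a yeast strain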;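 note: median GFP fluorescence of the barcode-gated MEP2-GFP cells per well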
CR mimetic SO: reduction of superoxide in aged yeast, primary screen, HTS. superoxide response (% of plate mean), % at 10 µM. actives 0.18% (n = 330,000). AID 2690, 2010. S. cerevisiae aged cells, superoxide DHE fluorescence; active compounds read low;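 active = superoxide response under a set limit, about three screen SD below normal, cut at about 65% in these data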;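 note: yeast aged for seven days with compound at 30 °C before DHE staining; 100% = average MFI of all compound-treated wells on the plate with controls excluded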
proCasp7 act: procaspase-7 activators, primary screen, counter-screen for procaspase-3 activator project, biochemical, absorbance, HTS, human; Caspase-7 (Homo sapiens), P55210; recombinant procaspase-7, Ac-DEVD-pNA absorbance 405 nm; D23A/D198A/D206A triple mutant, cannot self-cleave; scale: DMSO 0, 5 µM enzyme 100; activation, % at 8.5 µM; actives 0.093% (n = 330,000); AID 463210, 2010;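 active = percent activation above the screen-wide mean plus 3 SD, cut at about 25% in these data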
Target sequence (P55210 whole entry D23A/D198A/D206A): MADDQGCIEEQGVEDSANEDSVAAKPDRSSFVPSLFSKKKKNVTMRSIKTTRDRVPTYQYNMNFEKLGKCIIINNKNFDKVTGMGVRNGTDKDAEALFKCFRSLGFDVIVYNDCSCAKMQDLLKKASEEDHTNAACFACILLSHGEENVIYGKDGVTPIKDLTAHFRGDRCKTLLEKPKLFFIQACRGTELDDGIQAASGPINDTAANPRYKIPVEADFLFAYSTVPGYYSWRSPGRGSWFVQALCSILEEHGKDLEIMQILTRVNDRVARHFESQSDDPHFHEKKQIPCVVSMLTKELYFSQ
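Detection: p-Nitroaniline absorbance at 405 nm, read at 0 and 120 min; system: Uncleavable procaspase-7 mutant enzyme; evaluation: % activation from two-timepoint absorbance difference, scaled to controls; times: 1 h enzyme–compound preincubation and 2 h substrate reaction, both 25 °C; buffer or medium: Zinc-free HEPES pH 7.4 with 300 mM NaCl, 0.01% Triton X-100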
GASC-1 inh: inhibitors of GASC-1 histone demethylase, primary screen, biochemical, fluorescence, DELFIA europium | GST-JMJD2C(1-420) H3K9me3 demethylation | AID 2099, 2009 | inhibition, % at 2.35 µM | actives 0.069% (n = 330,000);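 active = more than half of a compound's replicate wells show inhibition beyond 50%, single wells judged on their own value; inconclusive = some, but no more than half, of replicates pass 50% inhibition; inactive = no replicate passes 50% inhibition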;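 note: signal counts dimethyl H3K9 product captured on neutravidin plate; 0% = median of DMSO wells and 100% = 0.3 times that DMSO median; strong numbers were not always called active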
Target sequence (Q9H3R0 1-420 limits assumed): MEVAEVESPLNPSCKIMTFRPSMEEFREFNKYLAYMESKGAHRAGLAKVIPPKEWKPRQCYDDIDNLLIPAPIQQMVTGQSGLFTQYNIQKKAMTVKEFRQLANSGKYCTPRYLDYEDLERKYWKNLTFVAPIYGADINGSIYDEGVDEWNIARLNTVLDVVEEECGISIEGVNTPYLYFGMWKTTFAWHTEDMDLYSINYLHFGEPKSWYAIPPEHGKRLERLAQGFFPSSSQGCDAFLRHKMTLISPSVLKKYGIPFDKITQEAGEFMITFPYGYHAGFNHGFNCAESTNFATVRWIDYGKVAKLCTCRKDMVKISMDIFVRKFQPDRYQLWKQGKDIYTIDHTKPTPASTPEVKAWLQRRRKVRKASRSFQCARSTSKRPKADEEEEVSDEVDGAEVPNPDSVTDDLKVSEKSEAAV
LAP4 TOR yeast: modulators of LAP4-GFP expression in yeast, primary screen, S. cerevisiae, multiplex flow cytometry, MLPCN library. AID 2023, 2009. 3 h; median GFP as percent of DMSO wells. actives 0.34% (n = 320,000). GFP response vs DMSO, % at 10 µM;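 active = GFP response vs DMSO above a set limit, about the screen mean plus 3 SD, cut at about 150% in these data; inconclusive = under 70 cell events counted for the yeast strain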
proCasp3 act: activators of human procaspase-3 D3A mutant, primary screen, biochemical, absorbance, PC-3 D3A mutant, single concentration. actives 0.11% (n = 330,000). recombinant procaspase-3 D3A, Ac-DEVD-pNA absorbance 405 nm. activation, % at 8.5 µM;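 active = activation above the mean of all tested compounds plus 3 SD, cut at about 21% in these data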;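 note: 0% = DMSO alone and 100% = DMSO wells spiked with extra 5 µM PC-3 D3A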
Target sequence (P42574 whole entry D9A/D28A/D175A): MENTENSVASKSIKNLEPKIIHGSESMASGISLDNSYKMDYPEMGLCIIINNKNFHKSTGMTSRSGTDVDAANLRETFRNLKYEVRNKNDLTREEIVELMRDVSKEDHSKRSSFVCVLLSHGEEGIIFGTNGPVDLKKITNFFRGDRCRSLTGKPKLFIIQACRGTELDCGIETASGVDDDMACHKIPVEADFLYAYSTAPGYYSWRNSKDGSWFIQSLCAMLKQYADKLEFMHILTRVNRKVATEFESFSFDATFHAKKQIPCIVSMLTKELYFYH
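Assay system – Procaspase-3 D3A mutant, all three cleavage aspartates alanine · Controls – DMSO-only low control, 5 µM PC-3 D3A high control · Schedule – 1 h compound preincubation, 2 h substrate hydrolysis at 25 °C · Signal – 405 nm absorbance of p-nitroaniline, reads at 0 and 120 min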
AHR activator: AHR activators, primary screen, cell-based, luminescence, luciferase reporter, human. Aryl hydrocarbon receptor (Homo sapiens), P35869. AHR-responsive luciferase reporter cells. actives 2.5% (n = 320,000). AID 2796, 2010. activation, % at 5 µM; in the data active = activation above about 47%;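 note: 0% = vehicle wells and 100% = reference agonist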
RPL19A-GFP yeast: RPL19A-GFP expression modulators in yeast, primary screen, cell-based, S. cerevisiae, multiplex flow cytometry, MLPCN; actives 0.3% (n = 330,000); percent response vs DMSO, % at 10 µM; S. cerevisiae RPL19A-GFP strain, 3 h; active compounds read low;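 active = percent response vs DMSO below 50%; inconclusive = fewer than 70 events counted for the yeast strain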;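 note: median channel GFP fluorescence of the barcoded RPL19A-GFP strain; ratio of sample median GFP to plate DMSO average so 100% = DMSO; lower means less RPL19A-GFP as with rapamycin TOR inhibition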
Numbers without * were called inactive; ? = inconclusive; · = not tested or not shown; & = joins results of further samples.

| Compound | AHR activator | proCasp3 act | MEP2 TOR yeast | GASC-1 inh | LAP4 TOR yeast | CR mimetic SO | proCasp7 act | RPL19A-GFP yeast |
| --- | --- | --- | --- | --- | --- | --- | --- | --- |
| Cc1noc(NS(=O)(=O)c2ccc(N/C=C/C(=O)c3cccnc3)cc2)c1C | 8 | 1 | 93 | 10 | 96 | 100 | -12 | 92 |
| CC(C)(C)NC(=O)C1CCC(CNc2c(N3CCCCC3)c(=O)c2=O)CC1 (stereo not drawn) | 0 | -8 | 93 | -1 | 98 | 94 | 3 | 96 |
| CC(=O)N1CCN(c2ccc(NC(=O)c3cccc(OCc4ccccc4)c3)cc2)CC1 | 5 | -2 | 100 | -6 | 95 | 98 | 0 | 95 |
| Cn1c(SCc2c(F)cccc2Cl)nc2ccccc2c1=O | 2 | -1 | 102 | -5 | 105 | 81 | 13 | 103 |
| COC(=O)[C@@H]1CC[C@H](C)[C@@H](c2ccc(C)cc2)N1C(=O)c1ccc(/C=N/OCC[C@@H]2C=C[C@H](OC(C)=O)[C@@H](COC(C)=O)O2)cc1 | 0 | -4 | 94 | 4 | 93 | 93 | -4 | 95 |
| CC(C)COP(=O)(OCC(C)C)C(Nc1ccccc1)c1ccc2c(c1)OCO2 (stereo not drawn) | -1 | 1 | 101 | -2 | 95 | 96 | 1 | · |
| Cn1c(C(=O)NCCc2ccsc2)cc2c(=O)n(C)c3ccccc3c21 | 86* | -1 | 95 | 3 | 103 | 107 | -3 | 97 |
| NNC(=O)c1sccc1OCc1cccc(C(F)(F)F)c1 | 7 | 11 | 109 | 9 | 101 | 91 | 0 | 101 |
| COc1ccc(OC)c(CN2CCN(C(=O)c3cc4ccccc4cc3O)CC2)c1 | 11 | 2 | 107 | ? | 110 | 98 | -5 | 110 |
| CCNC(=O)c1ccc(NS(=O)(=O)c2ccc3[nH]c(=O)[nH]c3c2)cc1 | -2 | 11 | 109 | 1 | 98 | 100 | -1 | 101 |
| O=C(NCCN1CCCCC1)Nc1ccccc1F | 0 | 7 | 103 | 12 | 92 | 96 | 2 | 106 |
| O=C(COC(=O)C1CCN(/C=C/C(=O)C(F)(F)F)CC1)Nc1cccc(F)c1 | 2 | -4 | 108 | -16 | 100 | 109 | 7 | 101 |
| CCC(C)NC(=O)c1cc(-c2ccccc2O)on1 (stereo not drawn) | -6 | 1 | 95 | -46 | 109 | 118 | 1 | 98 |
| COc1ccc(NC(=O)COc2ccccc2)cc1NC(=O)c1ccco1 | 7 | -4 | 106 | -9 | 97 | 103 | -10 | 101 |
| CC1CCN(C(c2cccs2)c2nnnn2Cc2ccccc2)CC1 (stereo not drawn) | 17 | -8 | 101 | 1 | 102 | 87 | 4 | 98 |
| CSCCC(NC(=O)COc1ccccc1)C(=O)N1CCC(C(N)=O)CC1 (stereo not drawn) | 1 | 0 | 100 | -2 | 103 | 114 | 2 | 95 |
| Cc1ccc(NC(=O)C2CCCN(S(=O)(=O)c3c(C)noc3C)C2)c(Br)c1 (stereo not drawn) | 11 | 9 | 117 | 2 | 103 | 93 | -3 | 102 |
| CSc1ccccc1C(=O)OCC(=O)N1CCCC1=O | 2 | 3 | 107 | -1 | 104 | 93 | 2 | 99 |
| COc1ccc(Cl)cc1S(=O)(=O)NCc1cccnc1 | -2 | 5 | 104 | -1 | 98 | 76 | 17 | 106 |
| O=C(N/N=C/c1cccnc1)c1cc2ccccc2cc1O | 12 | 0 | 80 | 4 | 66 | 100 | -3 | 99 |
| CNC(=O)c1c(NC(=O)c2cccc(C)c2)sc2c1CCC2 | 9 | 29* | 97 | -7 | 94 | 115 | -226 | 99 |
| COc1cc(/C=N/n2cnnc2)ccc1OC(=O)c1ccco1 | -2 | 0 | 98 | 3 | 88 | 119 | 12 | 103 |
| CSc1ccccc1NC(=O)NCCCl | 3 | -7 | 119 | 12 | 105 | 120 | -3 | 109 |
| COC(=O)C1N[C@@H]([C@@H](NC(=O)COc2ccccc2)C(=O)NCc2ccc(OC)cc2)SC1(C)C (stereo partly drawn) | 4 | -4 | · | 0 | · | · | -5 | · |
| O=[N+]([O-])c1ccc(Cl)c(S(=O)(=O)Nc2cccc(-c3ccc(N4CCCC4)nn3)c2)c1 | 0 | 12 | 102 | 6 | 122 | 109 | -1 | 103 |
| COc1ccccc1NC(=S)N(Cc1ccccc1)Cc1cccs1 | 13 | 2 | 97 | 8 | 97 | 101 | 7 | 90 |
| CCCOn1nnnc1-c1ccccc1 | 2 | 5 | 108 | 5 | 98 | 119 | -1 | 106 |
| COC(=O)C1=C(O)/C(=C\c2cc(C)n(-c3ccc(F)cc3)c2C)N=C1C | 5 | -8 | 95 | 10 | 95 | 102 | -6 | 96 |
| O=C(CN1C(=O)NC(Cc2ccccc2)C1=O)Nc1ccc(OC(F)F)cc1 (stereo not drawn) | -1 | 2 | 94 | -3 | 101 | 92 | 1 | 98 |
| COc1ccc(C)cc1NC(=O)CCCNC(=O)Cn1cnc2sc(C)c(C)c2c1=O | 3 | 9 | 96 | 0 | 100 | 93 | 15 | 103 |
| O=C(NC1CCCC1)C(c1ccc(N2CCOCC2)cc1)N(Cc1ccccc1)C(=O)c1ccco1 (stereo not drawn) | 0 | 0 | 99 | -27&3 | 89 | 104 | 13 | 91 |
| COc1ccc(-c2ncccc2OC(=O)C23CC4CC(CC(C4)C2)C3)cc1 | 2 | 1 | 108 | -8 | 90 | 95 | -2 | 96 |
| COCCCn1c(=NC(=O)c2ccncc2)c(C#N)cc2c(=O)n3cccc(C)c3nc21 | 59* | -10 | 120 | -3 | 102 | 123 | -4 | 92 |
| COc1ccc(S(=O)(=O)NCC2CCCN(C(=O)c3ccco3)C2)cc1 (stereo not drawn) | 0 | -4 | 93 | -1 | 92 | 103 | -4 | 94 |
| CN(C(=O)COC(=O)c1ccc(Cl)c(S(=O)(=O)N2CCCCC2)c1)C1(C#N)CCCCC1 | -1 | -2 | 99 | 2 | 102 | 92 | -10 | 102 |
| CCCC(O)(CCN1CCCCC1)c1ccc(OCC)cc1 (stereo not drawn) | -1 | 8 | 93 | 15 | 93 | 93 | 1 | 92 |
| CC1Cc2ccccc2N1C(=O)c1cccnc1 (stereo not drawn) | 13 | 0 | 91 | 3 | 86 | 84 | 5 | 93 |
| COCC(=O)Nc1cc(C(=O)NCC(C)C)ccc1Cl | 0 | 10 | 101 | -2 | 91 | 99 | 3 | 98 |
| COc1cccc(Cl)c1NC(=O)N1CCc2c([nH]c3ccccc23)C1C(F)(F)F (stereo not drawn) | 5 | 1 | 107 | -11 | 115 | 109 | 9 | 104 |
| CN1CCN(CC(=O)c2ccccc2F)CC1 | 0 | 0 | 104 | -6 | 102 | 101 | -2 | 107 |
| Cc1nc2ccc(-c3ccccc3)cc2o1 | 1 | -8 | 101 | -10 | 102 | 112 | -2 | 96 |
| O=C(N/N=C/C(Br)=C/c1ccccc1)c1cnccn1 | 2 | 7 | 99 | -4 | 138 | 97 | 5 | 102 |
| Cc1ccc(/C=N/NC(=O)Cn2cnc3c2c(=O)n(C)c(=O)n3C)s1 | 9 | 7 | 100 | 11 | 100 | 95 | 6 | 100 |
| CCCC[n+]1ccn(C2=C([O-])c3ccccc3C(=O)/C2=N\S(=O)(=O)c2ccc(Cl)cc2)c1 | -2 | -4 | 101 | -57 | 119 | 116 | 1 | 103 |
| Cc1ccc2cc(/C=C3\N=C(c4ccccc4)OC3=O)c(N3CCOCC3)nc2c1 | 5 | -10 | 96 | 0 | 101 | 109 | 4 | 100 |
| COc1ccc(OC)c(CN2CCN(C(=O)CN3C(=O)NC4(CCCC4)C3=O)CC2)c1 | -1 | 11 | 95 | -9 | 107 | 92 | 1 | 100 |
| CCOC(=O)c1ccsc1NC(=O)c1ccco1 | 2 | 7 | 103 | 11 | 93 | 96 | 0 | 99 |
| Cc1nnc(SCC(=O)NNC(=O)c2ccccc2)n1N | -1 | 0 | 100 | -6 | 103 | 130 | 3 | 102 |
| CC(C)c1ccc(NC(=O)N2CCc3ccccc3C2)cc1 | 114* | 3 | 105 | -3 | 93 | 94 | 3 | 107 |
| O=C(OCC(=O)N1CCCc2ccccc21)c1ccc(Cl)nc1 | -2 | 0 | 101 | 1 | 99 | 100 | 2 | 98 |
| COC(=O)Cc1ccc(OCc2ccc(Cl)nc2)cc1 | 1 | 5 | 74 | -38 | 163* | 93 | -5 | 75 |
| Cc1nc(NNC(=O)c2ccc(Cl)cc2Cl)cc(-c2ccccc2)n1 | 3 | -1 | 101 | 9 | 101 | 102 | 5 | 101 |
| COc1ccc(/C=C(\NC(=O)c2ccc([N+](=O)[O-])cc2)C(=O)NCCCn2ccnc2)cc1 | 3 | 8 | 101 | -1 | 99 | 95 | -6 | 96 |
| COc1cc2c(cc1OC)CN(C1CCCN(Cc3cc(Cl)ccc3O)C1)CC2 (stereo not drawn) | 6 | -5 | 100 | -7 | 95 | 95 | 2 | 100 |
| CCOC(=O)C1CCN(S(=O)(=O)c2c(C)[nH]c(C)c2C(=O)N2CCCC2)CC1 | -3 | -1 | 100 | 3 | 85 | 82 | -2 | 99 |
| COC(=O)c1cn(NC(=O)c2ccccc2[N+](=O)[O-])c(=O)c2ccccc12 | 0 | 4 | 98 | -3 | 99 | 115 | 7 | 102 |
| Cc1noc(C)c1CSc1nnc2ccccn12 | 0 | -6 | 102 | 2 | 97 | 113 | -6 | 99 |
| O=C1COc2ccc(C(=O)CSc3nnc(Cc4cccs4)n3-c3ccccc3)cc2N1 | -1 | -4 | 94 | -12 | 100 | 115 | -7 | 99 |
| C[C@@H](CN1C2=NC[C@H](Cc3ccc(O)cc3)N2C[C@H]1Cc1ccc(O)cc1)NC(=O)CCC1CCCCC1 | 2 | 2 | 106 | -6 | 98 | 105 | 5 | 96 |
| C/C=C/COC(=O)C1=C(C)NC(=O)NC1c1ccc2c(c1)OCO2 (stereo not drawn) | -1 | 1 | 105 | 1 | 82 | 89 | 7 | 99 |
| CC(=O)c1ccccc1OCC(O)CN1CCN(C(c2ccccc2)c2ccccc2)CC1 (stereo not drawn) | 6 | 10 | 94 | 0&-6 | 86 | 88 | 8 | 87 |
| C=CCn1cccc(C(=O)Nc2ccc(F)cc2)c1=O | 28 | 9 | 101 | -3 | 93 | 109 | 11 | 102 |

Looked up by compound from above:
| Compound | AHR activator | proCasp3 act | MEP2 TOR yeast | GASC-1 inh | LAP4 TOR yeast | CR mimetic SO | proCasp7 act | RPL19A-GFP yeast |
| --- | --- | --- | --- | --- | --- | --- | --- | --- |
| CSCCC(NC(=O)COc1ccccc1)C(=O)N1CCC(C(N)=O)CC1 (stereo not drawn) | 1 | 0 | 100 | -2 | 103 | 114 | 2 | 95 |
| COc1ccc(C)cc1NC(=O)CCCNC(=O)Cn1cnc2sc(C)c(C)c2c1=O | 3 | 9 | 96 | 0 | 100 | 93 | 15 | 103 |
